# TRPC4 inh: inhibitors of mouse TRPC4 channel; 300,000 compounds, 0.39% hits; B-score at 10 µM; HEK293 TRPC4beta/mu-opioid, DAMGO-evoked Fluo4 calcium flux; hits give low values;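 active means B-score over 3 SD under the library average, no early fluorescence shift, positive overall ratio signal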
#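 Assay system: HEK293 cells with stable TRPC4beta plus mu-opioid receptor expression. Dosing: single dose. Measured by: Fluo4 Ca2+ flux fluorescence. Also added: DAMGO in two steps, submaximal then maximal. Read-out: B score from integrated Fluo4 fluorescence ratio.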
# TRPC6 activator: mouse TRPC6 channel activation; Q61143; HEK293-TRPC6 membrane potential dye fluorescence; hits give high values; B-score at 10 µM; 310,000 compounds, 0.13% hits; AID 2550;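 active means B-score of the integrated fluorescence ratio above library mean plus 3 SD, and starting fluorescence ratio within library mean plus 5 SD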;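 further: higher score means more depolarization so channel activation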
# TRPC6 inh: inhibitors of mouse TRPC6 channel; B-score at 10 µM; AID 2553; HEK293-TRPC6, membrane potential dye, ACh-evoked depolarization; hits give low values; 310,000 compounds, 1.1% hits; Q61143;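 active means B-score under library mean minus 3 SD, initial fluorescence not abnormally high, positive integrated signal ratio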;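 further: B-score derived from integrated fluorescence ratio over the kinetic read; more negative B-score means stronger inhibition of depolarization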
# ANO1 activ: activates or potentiates the mouse TMEM16A chloride channel. AID 623877. B-score at 10 µM. 340,000 compounds, 0.3% hits. HEK293 TMEM16A/YFP-H148Q/I152L, iodide quench fluorescence; hits give low values. Q8BHY3;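 active means fluorescence-ratio B-score plate-corrected deviation score at least 3 library SD below zero, with starting fluorescence score within 5 deviations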;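 further: channel opened by trigger with iodide after compound preincubation; score built on the fluorescence ratio of max minus min over baseline; more negative score means more quench and so TMEM16A activation or potentiation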
# ANO1 block: inhibitors of mouse TMEM16A calcium-activated chloride channel; 310,000 compounds, 1.2% hits; HEK293 TMEM16A/YFP iodide influx fluorescence, ionomycin; normalized B-score (activity score, 25-100; higher = stronger inhibition) at 10 µM; AID 588511; Q8BHY3;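 active means ratio plate-corrected score three or more library SD toward inhibition, starting fluorescence score within five deviations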;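 further: score derived from kinetic fluorescence span divided by baseline fluorescence per well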
# TRPC4 potent: allosterically enhances the mouse TRPC4 cation channel; Q9QUQ5; HEK293 TRPC4beta/mu-opioid, DAMGO EC20, Fluo-4 Ca2+ flux; hits give high values; B-score at 10 µM; 310,000 compounds, 0.42% hits; AID 2227;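 active means B-score of calcium response area above 5 SD of library B-scores, with initial fluorescence ratio within 5 SD of library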;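 further: B-score of integrated fluorescence ratio over time as area under calcium response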
# TRPC4 agonist: TRPC4 (mouse) channel activation; 310,000 compounds, 0.49% hits; B-score at 10 µM; HEK293 TRPC4beta/mu-opioid, Fluo4 calcium fluorescence; hits give high values;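 active means B-score above 5 SD of library B-scores, and initial fluorescence ratio not above library mean plus 5 SD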;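 further: positive B-score marks a calcium rise read as TRPC4 activation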
#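 System – HEK293 cells stably co-expressing mouse TRPC4beta and mu-opioid receptor · Signal – Fluo4 calcium-sensitive dye fluorescence, kinetic, 1 Hz baseline · Benchmarks – buffer (low) and maximal DAMGO (high) · Read-out – B score of integrated fluorescence ratio per well · Incubation – dye loading 45 min room temperature, 110 s kinetic read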
# MrgX1 PAM: human MrgX1 positive allosteric modulation, primary screen; MrgX1-HEK293, Fluo-4 calcium flux, FDSS; hits give high values; B-score at 10 µM; 310,000 compounds, 0.63% hits; AID 588675;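 active means plate-corrected calcium response at least 3 library SD above typical, normal starting fluorescence, not activating the receptor alone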;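 further: compound read alongside a low EC10 to EC30 dose of BAM8-22 agonist; peak minus trough fluorescence over baseline measured at the second addition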
# Target sequence (Q96LB2 whole entry, looked up): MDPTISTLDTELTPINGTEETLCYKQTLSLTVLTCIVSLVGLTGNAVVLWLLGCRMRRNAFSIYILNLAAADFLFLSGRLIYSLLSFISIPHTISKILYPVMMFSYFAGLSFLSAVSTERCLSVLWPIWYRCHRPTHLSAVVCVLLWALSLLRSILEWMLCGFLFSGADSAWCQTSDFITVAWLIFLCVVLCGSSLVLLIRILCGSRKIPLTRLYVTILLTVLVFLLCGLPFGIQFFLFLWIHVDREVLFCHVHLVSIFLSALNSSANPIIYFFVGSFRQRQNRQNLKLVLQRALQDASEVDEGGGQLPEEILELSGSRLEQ
# RGS4 inh: human RGS4 inhibition | B-score at 10 µM | HEK293 M3R/RGS4 inducible, Fluo-4 calcium flux; hits give high values; triggered by carbachol at its EC20 | AID 463165 | P49798 | 310,000 compounds, 0.45% hits;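 active means B-score, a plate-corrected calcium signal, over three deviations above library mean, with baseline fluorescence within five deviations of library mean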;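 further: RGS4 expression induced by doxycycline in cells with stable M3 receptor; B-score is computed from the integrated fluorescence ratio over baseline after carbachol; higher B-score means a larger calcium signal and so more RGS4 inhibition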
# Target sequence (P49798 whole entry, looked up): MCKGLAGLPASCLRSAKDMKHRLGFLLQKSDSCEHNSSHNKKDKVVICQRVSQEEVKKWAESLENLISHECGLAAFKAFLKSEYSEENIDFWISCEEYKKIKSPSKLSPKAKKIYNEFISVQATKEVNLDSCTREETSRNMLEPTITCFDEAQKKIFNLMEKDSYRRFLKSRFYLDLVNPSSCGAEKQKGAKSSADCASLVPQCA
# MrgX1 ag: human MrgX1 receptor agonism, primary screen; Q96LB2; MrgX1-HEK293 cells, Fluo-4 calcium fluorescence, agonist mode; hits give high values; AID 588627; 310,000 compounds, 0.44% hits; B-score at 10 µM;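 active means calcium response B-score plate-corrected fluorescence ratio at least 3 library SD, with starting fluorescence B-score inside 5 SD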
#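 Material: HEK293 cells stably expressing human MrgX1 receptor | Quantity: 15,000 cells per well | Times: Cells plated overnight, dye loaded 0.5 h 37 °C, 0.5 h room temperature | Measured by: Kinetic Fluo-4 NW fluorescence of intracellular calcium | Control set: Positive and negative controls per plate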
# MrgX1 antag: human MrgX1 receptor antagonism, primary screen; Q96LB2; MRGX1-HEK293 calcium flux, Fluo-4, BAM8-22 antagonism; hits give low values; B-score at 10 µM; 310,000 compounds, 1.3% hits; AID 588676;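 active means calcium-response B-score plate-corrected more than 3 library SD below zero, starting fluorescence within 5 deviations, no agonist response on first addition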;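 further: peak minus trough fluorescence over baseline after final BAM8-22 challenge near maximal dose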
# An asterisk follows results filed as active; i = inactive; / = no result given.
SMILES,TRPC4 inh,TRPC6 activator,TRPC6 inh,ANO1 activ,ANO1 block,TRPC4 potent,TRPC4 agonist,MrgX1 PAM,RGS4 inh,MrgX1 ag,MrgX1 antag
CCN(CCCNC(=O)CNC(=O)Cn1cnc2ccccc2c1=O)c1cccc(C)c1,i,i,i,i,i,i,i,i,i,i,i
CC(C)CC(O)C1CCN(C(=O)CCc2nnc(-c3ccccc3)o2)CC1 (configuration not stated),i,i,i,i,i,i,i,i,i,i,i
O=C(O)c1cc(-c2c[nH]c3ccccc23)nc2ccc3ccccc3c12,i,i,i,i,i,i,i,i,i,i,i
Cc1ccccc1NC(=O)Cn1c(=O)sc2ccccc21,i,i,i,i,i,i,i,i,i,i,i
CCOC(=O)C1=C(C)OC(N)=C(C#N)C1c1cc(SCC)oc1C (configuration not stated),i,i,i,i,i,i,i,i,i,i,i
Cc1ccc(CNS(=O)(=O)CCNC(=O)c2ccccc2)cc1,i,i,i,i,i,i,i,i,i,i,i
NC(=S)N=Nc1c(O)n(CCCl)c2ccc(Br)cc12,i,i,i,i,i,i,i,i,i,i,i
COc1ccc(-c2cc3c(=O)n(CC(=O)Nc4cccc(Cl)c4)nc(C)n3n2)cc1,i,i,i,i,i,i,i,i,i,i,i
Cc1ccc(C2C3=C(CCCC3=O)OC3=C2C(=O)CCC3)cc1,i,i,i,i,i,i,i,i,i,i,i
O=C(CCNS(=O)(=O)c1cccs1)NCc1cccs1,i,i,i,i,i,i,i,i,i,i,i
CCc1nnc(NC(=O)CSc2nnc(-c3cccnc3)n2CCc2ccccc2)s1,i,i,i,i,i,i,i,i,i,i,i
Cc1ccccc1C(=O)N1CCC(C(=O)Nc2ccccn2)CC1,i,i,i,i,i,i,i,i,i,i,i
CCc1cccc(CC)c1NC(=S)N1CCn2cccc2C1c1ccncc1 (configuration not stated),i,i,i,i,i,i,i,i,i,i,i
O=C(O)c1nn(-c2ccccc2)nc1-c1nn(-c2ccccc2)nc1C(=O)O,i,i,i,i,i,i,i,i,i,i,i
CNC(=S)N/N=C(\C)c1ccc(Cl)c(Cl)c1,i,i,i,i,i,i,i,i,i,i,i
Cc1nc(SCC2(C)CC2(Cl)Cl)n[nH]1 (configuration not stated),i,i,i,i,i,i,i,i,i,i,i
COc1ccc(CNn2c(-c3cccc(C)c3)nc3ccccc3c2=O)cc1OC,i,i,i,i,i,i,i,i,i,i,i
O=C(Nc1cccnc1)c1ccc(Br)s1,i,i,i,i,i,i,i,i,i,i,i
CC1CCN(CC(=O)NNC(=O)c2cccc(Br)c2)CC1,i,i,i,i,i,i,i,i,i,i,i
CC1(C)CC(=O)C(C2C3=C(CC(C)(C)CC3=O)Oc3c(Br)cc(Br)cc32)=C(O)C1 (configuration not stated),i,i,i,i,25*,i,i,i,i,52*,i
COc1ccc(/C=N/NC(=O)Cn2nc(C)c([N+](=O)[O-])c2C)cc1,i,i,i,i,i,i,i,i,i,i,i
COc1ccccc1-c1nc(SCc2ccccn2)n[nH]1,/,i,i,i,i,i,i,i,i,i,i
COc1ccc(Cl)c2sc(NC(=O)C3=COCCO3)nc12,i,i,i,i,i,i,i,i,i,i,i
CC(=O)NC(Cc1ccccc1)C(=O)NC1CCN(c2ncccc2[N+](=O)[O-])CC1 (configuration not stated),i,i,i,i,i,i,i,i,i,i,i
Cc1cc(C(=O)Cn2nc(C(=O)O)c3ccccc3c2=O)c(C)n1CCc1ccc(F)cc1,i,i,i,i,i,i,i,i,i,i,i
O=C(Nc1cccc(Cl)c1Cl)c1ccncc1,i,i,i,/,i,i,i,i,i,i,i
COc1ccc(NC(=O)CSc2nc3sc4c(c3c(=O)n2-c2ccc(OC)cc2)CCN(C)C4)cc1,i,i,i,i,i,i,i,i,i,i,i
O=C(NNC1=NS(=O)(=O)c2ccccc21)c1ccccc1,i,i,i,i,i,i,i,i,i,i,i
CCn1c(CC(=O)Nc2ccccc2F)nnc1SCC(=O)N1CCN(c2ccccc2)CC1,i,i,i,i,i,i,i,i,i,i,i
CCOc1ccccc1OCC(O)CNC (configuration not stated),i,i,i,i,i,i,i,i,i,i,i
CC(C)c1cc(C(=O)N2CCCC(N3CCN(c4ccc(F)cc4)CC3)C2)no1 (configuration not stated),i,i,i,i,i,i,i,i,i,i,i
Cn1ccnc1CN1CCCCC1C(=O)Nc1ccc(Oc2cccnc2)cc1 (configuration not stated),i,i,i,i,i,i,i,i,i,i,i
O=C(CSc1nnnn1-c1ccccc1)c1ccc(O)cc1O,i,i,i,i,i,i,i,i,i,i,i
CN1CCN(C(=S)c2ccc(Br)cc2)CC1,i,i,i,i,i,i,i,i,i,i,i
Cc1cccc(/C=C2/Sc3ccc(C(=O)N4CCOCC4)cc3NC2=O)c1,i,i,i,i,i,i,i,23*,i,i,i
COc1ccc(-c2nc(-c3cccc(C)c3)no2)cc1OC,i,i,i,i,i,i,i,i,i,i,i
CCN(CC)CCCn1c(C)cc2c(c1=O)C(c1ccc(OC)c(OC)c1OC)C(C#N)=C(N)O2 (configuration not stated),/,i,i,i,i,i,i,i,i,i,i
CC(CNC(=O)CCc1nnc(CCC2CCCCC2)o1)c1ccccc1 (configuration not stated),i,i,i,i,i,i,i,i,i,i,i
CCCn1nc(C(=O)Nc2nc3ccccc3[nH]2)c2ccccc2c1=O,i,i,i,i,i,i,i,i,i,i,i
O=C(NC1CCCCC1)N1CCN(C(c2ccccc2)c2ccccc2)CC1,-6*,i,i,i,i,i,i,i,i,i,i
Cc1cc(CC(=O)O)c(C)cc1CC(=O)O,i,i,i,i,i,i,i,i,i,i,i
O=C1c2cccc3c(N4CCCCC4)ccc(c23)C(=O)N1CCO,i,12*,i,i,i,i,i,i,i,i,i
O=C(OCC(=O)N1CCN(C(=O)c2ccco2)CC1)c1ccccc1OCc1ccc(Cl)cc1,i,i,i,i,i,i,i,i,i,i,i
CCCCC(CC)CNC(=O)/C=C/c1ccc(F)cc1 (configuration not stated),i,i,i,/,i,i,i,i,i,i,i
Cc1nn(C)cc1CNC(=O)c1cccc(Br)c1,i,i,i,i,i,i,i,i,i,i,i
O=C(NCc1n[nH]c(=O)c2ccccc12)C1CC(=O)N(c2ccccc2)C1 (configuration not stated),i,i,i,i,i,i,i,i,i,i,i
COc1cccc(NC(=O)c2ccccc2C(F)(F)F)c1,i,i,i,i,i,i,i,i,i,i,i
O=C(O)c1ccc2cccnc2c1O,i,i,i,i,i,i,i,i,i,i,i
CN1[C@@H]2CC[C@H]1CC(OC(=O)[C@H](CO)c1ccccc1)C2 (some centres not stated),i,i,i,i,i,i,i,i,i,i,i
Cc1ccc2nc3c(cc(C#N)c(=O)n3-c3nccs3)c(=O)n2c1,i,i,i,i,i,i,i,i,i,i,i

# The list goes on.
SMILES,TRPC4 inh,TRPC6 activator,TRPC6 inh,ANO1 activ,ANO1 block,TRPC4 potent,TRPC4 agonist,MrgX1 PAM,RGS4 inh,MrgX1 ag,MrgX1 antag
O=C(NCc1cccnc1)c1cc(Sc2ccc(F)cc2F)nc2ccccc12,i,i,i,i,i,i,i,i,i,i,i
CCOc1ccc(OCCn2c(=S)[nH]c3c(N)ncnc32)cc1,i,i,i,i,i,i,i,i,i,i,i
CCc1cc(=O)oc2cc(C)cc(OCC(=O)C(C)(C)C)c12,i,i,i,i,i,i,i,i,i,i,i
O=C(Nc1cccc(S(=O)(=O)N2CCOCC2)c1)C(c1ccccc1)N1CCCCC1 (configuration not stated),i,i,i,i,i,i,i,i,i,i,i
O=C(c1cc(COc2ccc(F)cc2Cl)on1)N1CC2C[C@@H]3CC1C[C@H](C2)C3,i,i,i,i,i,i,i,i,i,i,i
Cc1ccc(C(=O)C2CCN(CC(=O)Nc3ccc4c(c3)OCCO4)CC2)cc1,i,i,i,/,i,i,i,i,i,i,i
O=C(Nc1ccccc1N1CCCC1)c1ccc(N2CCCC2=O)cc1,i,i,i,i,i,i,i,i,i,i,i
Cc1ccc(CNC(=O)c2cc(S(=O)(=O)N3CCCC3)cn2C)cc1,i,i,i,i,i,i,i,i,i,i,i
Cc1cc(C)nc(Nc2ncn[nH]2)n1,i,i,i,/,i,i,i,i,i,i,i
C/C(CC(=O)Nc1ccccn1)=N\NC(=O)c1ccc2ccccc2c1,i,i,i,i,i,i,i,i,i,i,i
CC(C)CNC(=O)COC(=O)c1ccc(Cl)c(S(N)(=O)=O)c1,i,i,i,i,i,i,i,i,i,i,i
COc1ccccc1Nc1nc(N)nc(CN(C)C2CCCCC2)n1,i,i,i,i,i,i,i,i,i,i,i
O=C(COc1ccc(F)cc1)Nc1c(C(=O)N2CCC(N3CCCCC3)CC2)oc2ccccc12,i,i,i,i,i,i,i,i,i,i,i
CCc1c(C(C)S(=O)(=O)c2ccccc2)[nH]c(=O)n1CC (configuration not stated),i,i,i,i,i,i,i,i,i,i,i
O=C(NCCN1C(=O)C2C3C=CC(C3)C2C1=O)Nc1cccnc1 (configuration not stated),i,i,i,i,i,i,i,i,i,i,i
Cc1ccc(/C(O)=C2/C(=O)C(=O)N(c3ccccn3)C2c2ccc([N+](=O)[O-])cc2)cc1 (configuration not stated),i,i,i,i,i,i,i,i,i,i,-4.8*
COc1cccc(N(CC(=O)NCCSCc2ccc(Cl)cc2)S(C)(=O)=O)c1,i,i,i,i,i,i,i,i,i,i,i
CNC(=O)CSc1nc2c([nH]c3ccccc32)c(=O)n1CCOC,i,i,i,i,i,i,i,i,i,i,i

# Printed as active in TRPC4 inh, among the entries above:
SMILES	TRPC4 inh	TRPC6 activator	ANO1 activ	TRPC4 potent	TRPC4 agonist	RGS4 inh	MrgX1 ag	MrgX1 antag
O=C(NC1CCCCC1)N1CCN(C(c2ccccc2)c2ccccc2)CC1	-6*	i	i	i	i	i	i	i

# High-throughput results as filed in PubChem BioAssay.

# Hits appear at their usual frequency. Share with any hit: about 5.8%.
